Screening data: PubChem, National Center for Advancing Translational Sciences (NCATS)
Tb PGK inh – blocks T. brucei phosphoglycerate kinase | P07378 | PGK/GAPDH coupled, Kinase-Glo luminescence, 60 min | Potency, µM (series often up to 57.5 µM), without a hit: at the highest dose activity change, negative = inhibition, actives largely listed as inhibitors | 0.043% of 380,000 active; note: potency is the fitted concentration of half-maximal effect; % is set by controls: 0 for no effect and ±100 for the full control effect; nearly all actives have a fitted effect of over 60% in size
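Luminescent ATP detection (Kinase-Glo Plus) follows a 60-minute room-temperature incubation, with wells lacking PGK as controls. Buffer: 100 mM TEA (pH 7.6), 5 mM MgCl2, 0.01% Tween-20. Coupling enzyme GAPDH (100 nM final) supplies unstable 1,3-BPG in-well.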
APE1 inh – inhibitors of human APE1 endonuclease; Potency, µM (titrated, usually from 65.8 µM), for inactives: top-dose activity change, negative = inhibition, usual class: inhibitors; 0.35% of 350,000 active; recombinant APE1, TAMRA/BHQ-2 abasic DNA cleavage fluorescence; AID 2517;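 note: potency is the fitted concentration of half-maximal effect; plate controls were vehicle for no effect and reference inhibitor for full effect; nearly all actives have a fitted effect of over 55% in size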
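Step 1: APE1 (0.75 nM) with compound, 15 min RT. Step 2: add 50 nM fluorophore/quencher THF duplex. Step 3: three fluorescence reads 60 s apart (525/598 nm); read 3 minus read 1 = reaction progress.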
Pol eta inh – blocks human DNA polymerase eta activity; recombinant Pol eta, fluorescent DNA replication assay; Q9Y253; Potency, µM (highest dose often 114 µM), for the others: top-dose activity change, negative = inhibition, actives largely listed as inhibitors; 1.2% of 390,000 active; note: potency is the fitted concentration of half-maximal effect; % is set by controls: 0 for no effect and ±100 for the full control effect
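Pol eta (10 nM) was preincubated with compounds for 15 min at room temperature, after which fluorescent replication substrate (50 nM final) was added to start the reaction. Fluorescence was read kinetically at 0 and 10 min.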
POLI inh – DNA polymerase iota (human) inhibition | Q9UNA4 | Pol iota fluorescent replication assay, 10 min | Potency, µM (highest dose often 115 µM), for inactives: at the highest dose activity, negative = inhibition, actives largely listed as inhibitors | 1% of 390,000 active; note: potency is the fitted concentration of half-maximal effect
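Pol iota at 10 nM preincubated 15 min with compounds at room temperature; reaction started with fluorescent substrate, 50 nM final. Fluorescence read kinetically at 0 and 10 min; buffer-only wells as negative control.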
RXFP1 antagonist – blocks the human relaxin receptor RXFP1. Q9HBX9. HEK293-RXFP1, relaxin-stimulated cAMP HTRF, 30 min; hits give low values. activity change, negative = inhibition, % at 57.5 µM. 0.59% of 350,000 active. AID 1259400;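 active = activity change of -60% or lower, but not beyond a set lower limit; inconclusive = change between -60% and -40%, or beyond the set limit; inactive = change above -40%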; note: % is set by controls: 0 for no effect and ±100 for the full control effect
Target sequence (Q9HBX9 whole entry, looked up): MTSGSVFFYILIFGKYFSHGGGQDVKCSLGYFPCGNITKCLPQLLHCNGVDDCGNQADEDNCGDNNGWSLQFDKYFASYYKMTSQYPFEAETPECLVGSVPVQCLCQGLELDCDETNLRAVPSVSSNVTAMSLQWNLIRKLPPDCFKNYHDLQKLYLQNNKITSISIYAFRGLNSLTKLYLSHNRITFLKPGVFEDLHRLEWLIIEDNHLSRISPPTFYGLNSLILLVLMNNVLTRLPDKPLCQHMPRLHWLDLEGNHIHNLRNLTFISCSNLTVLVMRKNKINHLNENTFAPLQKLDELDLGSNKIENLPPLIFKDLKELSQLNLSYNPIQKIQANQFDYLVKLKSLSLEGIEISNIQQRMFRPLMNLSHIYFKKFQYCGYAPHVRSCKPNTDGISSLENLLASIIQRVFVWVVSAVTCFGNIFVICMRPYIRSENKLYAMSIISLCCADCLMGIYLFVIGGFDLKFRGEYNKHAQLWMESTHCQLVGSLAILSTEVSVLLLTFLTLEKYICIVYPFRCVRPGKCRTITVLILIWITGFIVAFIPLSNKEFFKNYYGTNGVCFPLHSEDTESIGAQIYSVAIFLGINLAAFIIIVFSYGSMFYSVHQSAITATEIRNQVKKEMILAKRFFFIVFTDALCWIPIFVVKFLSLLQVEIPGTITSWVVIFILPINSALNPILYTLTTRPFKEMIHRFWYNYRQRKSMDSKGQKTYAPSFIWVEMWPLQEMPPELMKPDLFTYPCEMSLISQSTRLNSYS
BLM inh – inhibitors of human Bloom syndrome helicase BLM; P54132; recombinant BLM DNA unwinding, fluorescence dequenching; Potency, µM (top dose mostly 56.1 µM), inactives show at the highest dose activity change, negative = inhibition, actives largely listed as inhibitors; 0.2% of 350,000 active;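 note: potency is the fitted concentration of half-maximal effect; plate controls were vehicle for no effect and no enzyme for full effect; nearly all actives have a fitted effect of over 35% in size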
POLK inh – inhibitors of human DNA polymerase kappa | Q9UBT6 | purified Pol kappa, fluorescent DNA synthesis assay, 10 min | Potency, µM (series often up to 107 µM), inactives show at the top dose activity, negative = inhibition, usual class: inhibitors | 0.53% of 400,000 active | AID 588579; note: potency is the fitted concentration of half-maximal effect; % is set by controls: 0 for no effect and ±100 for the full control effect
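Enzyme at 10 nM met test compounds for 15 min at room temperature. Substrate addition (50 nM final) began the reaction, which was monitored by fluorescence at 0 and 10 min.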
Anesthetic bind – binds horse apoferritin like a general anesthetic; AID 485281; apoferritin/1-aminoanthracene competitive binding, fluorescence; 0.074% of 350,000 active; P02791; Potency, µM (top dose mostly 77.5 µM), without a hit: at the highest dose activity change, negative = displacement, most hits filed as inhibitors; note: potency is the fitted concentration of half-maximal effect; % is set by controls: 0 for no effect and ±100 for the full control effect; nearly all actives have a fitted effect of over 20% in size
Target sequence (P02791 2-175 limits assumed): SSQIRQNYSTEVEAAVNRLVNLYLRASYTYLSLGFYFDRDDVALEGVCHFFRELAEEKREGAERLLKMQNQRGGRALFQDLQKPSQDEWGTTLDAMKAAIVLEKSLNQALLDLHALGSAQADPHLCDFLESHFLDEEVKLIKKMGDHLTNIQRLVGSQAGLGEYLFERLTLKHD
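Apoferritin-based anesthetic binding model; compound displacement of fluorescent 1-AMA measured as endpoint fluorescence after 10 minutes at room temperature, scaled to free-ligand and complex controls.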
POLB inh – inhibitors of human DNA polymerase beta; 1.3% of 340,000 active; Potency, µM (doses to about 114 µM), inactives show at the highest dose activity change, negative = inhibition, actives largely listed as inhibitors; Pol beta primer extension/strand displacement, fluorescence kinetic; P06746; note: potency is the fitted concentration of half-maximal effect; % is set by controls: 0 for no effect and ±100 for the full control effect
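Pol beta (10 nM) was preincubated with compound for 15 min at room temperature. The reaction was then started with 50 nM substrate and read immediately and after a further 10 min at room temperature.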
* = called active by the depositor; & = joins results of further samples; [ ] = another dose, or the depositor's remark. Unless noted, calls come from the whole dose curve; as a rule, active = well fitted curve in the direction sought with a large enough effect; inconclusive = small, poorly fitted or top-dose-only effect, or another doubt; inactive = no such curve, though single readings can be large; an effect the other way counts as inactive or inconclusive. Only part of the results is shown, so the mix of outcomes need not match the whole.

CCOC(=O)CCc1c(C)c2ccc(OC3CCCCC3=O)c(C)c2oc1=O (stereo not given) was read as Tb PGK inh -4%, APE1 inh 7%, Pol eta inh -12%, POLI inh -3%, RXFP1 antagonist 11, BLM inh -1%, POLK inh -3%, Anesthetic bind 3% and POLB inh -1%.
COc1ccccc1CNS(=O)(=O)c1c(C(=O)N2CCC(C)CC2)c(C)n(C)c1C was read as Tb PGK inh inactive, Pol eta inh -10%, POLI inh 15%, RXFP1 antagonist 4, BLM inh 2%, POLK inh -1%[60.1 µM], Anesthetic bind -6% and POLB inh 40%[activator].
Cc1cc(C)cc(NC2=C(N)C(=O)c3ccccc3C2=O)c1 was read as Tb PGK inh -10%, APE1 inh 45%, Pol eta inh -8%, POLI inh 7.9µM*, RXFP1 antagonist -5, BLM inh -8%, POLK inh 5%[60.1 µM], Anesthetic bind 5% and POLB inh -7%.
Screening CCN(CC)CCNC(C(=O)Nc1cccc(C(C)=O)c1)c1ccccc1 (stereo not given) returned Tb PGK inh 7%, APE1 inh -11%, Pol eta inh -7%, POLI inh 49%[activator], RXFP1 antagonist 11, BLM inh -1%, POLK inh -6%, Anesthetic bind -6% and POLB inh 22%.
Screening CC(C)CCNC(=O)NC(=O)Cn1cc(C(F)(F)F)ccc1=O returned APE1 inh -2%, BLM inh -1%, Anesthetic bind -18% and POLB inh 0%.
`Cc1ccc(CSc2nnc(Cn3c(=O)sc4ccccc43)n2C)cc1` gave Tb PGK inh inactive, APE1 inh 0%, Pol eta inh -8%, POLI inh 1%, RXFP1 antagonist -2, BLM inh -1%, POLK inh 5%, Anesthetic bind -1% and POLB inh 27%.
For COc1ccc(NC(=O)c2cccc(N3CCCS3(=O)=O)c2)cc1 the results were Tb PGK inh -4%, Pol eta inh -14%, POLI inh 37%[activator], RXFP1 antagonist -6, BLM inh 0%, POLK inh -1%, Anesthetic bind -3% and POLB inh 9%.
For C[C@H](NC(=O)Cn1cncn1)c1ccccc1 the results were Tb PGK inh -1%, APE1 inh -3%, Pol eta inh -3%, POLI inh 10%, RXFP1 antagonist -12, BLM inh 5%, POLK inh -4%, Anesthetic bind -4% and POLB inh 33%.
`O=C(NCCS(=O)(=O)c1ccc(Br)cc1)c1c(F)cccc1F` gave Tb PGK inh -10%, APE1 inh -8%, Pol eta inh -18%, POLI inh -8%, RXFP1 antagonist -7, BLM inh 3%, POLK inh 6%, Anesthetic bind -11% and POLB inh 30%.
CCN(CC)c1ccc(NC(=O)COc2ccccc2C#N)cc1S(=O)(=O)Nc1ccc(OC)cc1 was read as Tb PGK inh 1%, APE1 inh 4%, Pol eta inh -10%, POLI inh 9%, RXFP1 antagonist -7, BLM inh -10%, POLK inh -15%, Anesthetic bind 0% and POLB inh -17%.
For O=C(/C=C/c1ccccc1O)c1ccccc1 the results were Tb PGK inh inactive, Pol eta inh -4%, POLI inh inconclusive, RXFP1 antagonist 5 and POLK inh 5%.
`CCOC(=O)C1CCN(c2ncnc3c2oc2ccc(Br)cc23)CC1` gave Tb PGK inh 2%, APE1 inh 18%, Pol eta inh -5%, POLI inh 4%, RXFP1 antagonist -29, BLM inh -5%, POLK inh -8%, Anesthetic bind -7% and POLB inh 0%.
Screening CCn1c2c(c3cc(C(=O)O)ccc31)CCCC2=O returned Tb PGK inh inactive, APE1 inh 2%, Pol eta inh 14%, POLI inh 29%, RXFP1 antagonist 6, BLM inh -3%, POLK inh -6%, Anesthetic bind 15% and POLB inh -17%.
For Cc1cc(=O)oc2c(CN3CC(C)OC(C)C3)c(O)c(Cl)cc12 (stereo not given) the results were Tb PGK inh -7%, APE1 inh 0%, Pol eta inh 20µM*, POLI inh 35µM*, RXFP1 antagonist -16, BLM inh -7%, POLK inh inconclusive, Anesthetic bind 108%[activator] and POLB inh 14µM*.
`COc1ccccc1NC(=O)N1CCC(C(=O)c2ccc(Cl)cc2)CC1` gave Tb PGK inh -10%, APE1 inh 33%, Pol eta inh -9%, POLI inh 14%, RXFP1 antagonist -7, BLM inh -1%, POLK inh 0%, Anesthetic bind -15% and POLB inh 8%.
For COc1ccc(OC)c(NC(=O)Cn2cnc3ccc(S(=O)(=O)N4CCC(C)CC4)cc3c2=O)c1 the results were Tb PGK inh -8%, Pol eta inh -15%, POLI inh inconclusive, BLM inh -7%, POLK inh -8%, Anesthetic bind -11% and POLB inh 1%.
For CN(C(=O)c1cccnc1)c1nc(-c2ccccc2)cs1 the results were Tb PGK inh -10%, APE1 inh -4%, Pol eta inh -6%, POLI inh 5%, RXFP1 antagonist 2, BLM inh -4%, POLK inh -19%, Anesthetic bind -5% and POLB inh 21%.
For Cn1c(CSCC(=O)Nc2ccccc2)nnc1SCc1ccccc1 the results were Tb PGK inh -6%, APE1 inh -6%, Pol eta inh -19%, POLI inh 39%[activator], RXFP1 antagonist -6, BLM inh -3%, POLK inh 8%, Anesthetic bind -7% and POLB inh 21%.
Screening CCOC(=O)c1c(C)nc2sc3c(c2c1-c1ccc(OC)cc1)NC(c1ccc(OC)cc1)NC3=O (stereo not given) returned Tb PGK inh -6%, APE1 inh -1%, Pol eta inh 2%, POLI inh 4%, RXFP1 antagonist 0, BLM inh -3%, POLK inh -4%, Anesthetic bind -9% and POLB inh 12%.
COCCNc1nc2c(c(=O)n(C)c(=O)n2C)n1Cc1cccc(C)c1 was read as Tb PGK inh 1%, APE1 inh -6%, Pol eta inh -12%, POLI inh 18%, RXFP1 antagonist -6, BLM inh 1%, POLK inh -4%, Anesthetic bind -15% and POLB inh 3%.

Brought forward from above: two entries; new compounds follow.
Screening CCOC(=O)c1c(C)nc2sc3c(c2c1-c1ccc(OC)cc1)NC(c1ccc(OC)cc1)NC3=O (stereo not given) returned Tb PGK inh -6%, APE1 inh -1%, Pol eta inh 2%, POLI inh 4%, RXFP1 antagonist 0, BLM inh -3%, POLK inh -4%, Anesthetic bind -9% and POLB inh 12%.
COCCNc1nc2c(c(=O)n(C)c(=O)n2C)n1Cc1cccc(C)c1 was read as Tb PGK inh 1%, APE1 inh -6%, Pol eta inh -12%, POLI inh 18%, RXFP1 antagonist -6, BLM inh 1%, POLK inh -4%, Anesthetic bind -15% and POLB inh 3%.
For Cc1cc(-c2nc3ncccc3o2)ccc1NC(=O)COc1cc(C)c(Cl)c(C)c1 the results were Tb PGK inh 4%, Pol eta inh -10%, POLI inh -1%, BLM inh -4%, POLK inh -21%, Anesthetic bind 2% and POLB inh -17%.
`O=C(NCC(=O)N(c1ccccc1)C(C(=O)NCC1CCCO1)c1ccccc1)c1ccco1` (stereo not given) gave Tb PGK inh -3%, APE1 inh 9%, Pol eta inh -8%, POLI inh 1%, RXFP1 antagonist 16, BLM inh -1%, POLK inh -13%, Anesthetic bind -9% and POLB inh 2%.
`CCn1c(SC(C)C(=O)O)nnc1-c1cccnc1` (stereo not given) gave Tb PGK inh -8%, APE1 inh -3%, Pol eta inh -11%, POLI inh 8%, RXFP1 antagonist -4, BLM inh 1%, POLK inh 4%, Anesthetic bind 1% and POLB inh inconclusive.
CC(NC(=O)COc1ccc(S(=O)(=O)N2CCCC2)cc1)c1ccccc1 (stereo not given) was read as Tb PGK inh 6%, APE1 inh -2%, Pol eta inh -3%, POLI inh 40%[activator], RXFP1 antagonist 8, BLM inh 0%, POLK inh 4%, Anesthetic bind -7% and POLB inh 26%.
Screening CC(OC(=O)CCN1C(=O)C2CC=CCC2C1=O)C(=O)Nc1ccc(F)cc1 (stereo not given) returned Tb PGK inh -1%, Pol eta inh 6%, POLI inh -6%, RXFP1 antagonist -6 and POLK inh -12%.
Screening Cc1cccc(CC(=O)NC2CC(=O)N(c3cccc(F)c3)C2)c1 (stereo not given) returned Tb PGK inh -9%, Pol eta inh -23%, POLI inh 36%[activator], RXFP1 antagonist -6, BLM inh -1%, POLK inh 0%[60.1 µM], Anesthetic bind -8% and POLB inh 9%.
O=C(O)CCCCCNS(=O)(=O)c1ccc2c(c1)OCCO2 was read as Tb PGK inh -1%, APE1 inh 12%, Pol eta inh -15%, POLI inh 20%, RXFP1 antagonist -2, BLM inh -1%, POLK inh 7%, Anesthetic bind -5% and POLB inh 4%.
`Nc1c(C(=O)c2ccc(Cl)cc2)sc2nc3c(cc12)CCC3` gave Tb PGK inh -7%, APE1 inh -2%, Pol eta inh inconclusive, POLI inh -15%, RXFP1 antagonist -10, BLM inh -1%, POLK inh -12%, Anesthetic bind -10% and POLB inh -2%.
Screening N#Cc1sc(=O)[nH]c1Cl returned Tb PGK inh 1%, APE1 inh 1%, Pol eta inh -12%, POLI inh inconclusive, BLM inh -1%, POLK inh -4%&-13% and Anesthetic bind 1%.
Screening Cc1nonc1CN(C)C(=O)CC1C(=O)NCCN1Cc1ccc(F)c(F)c1 (stereo not given) returned Tb PGK inh 1%, APE1 inh 8%, Pol eta inh -11%, POLI inh 25%, RXFP1 antagonist 3, BLM inh 1%, POLK inh 1%, Anesthetic bind -7% and POLB inh inconclusive.
Screening CC(OC(=O)Cc1coc2ccc3ccccc3c12)C(=O)NC(N)=O (stereo not given) returned Tb PGK inh inactive, APE1 inh 3%, Pol eta inh -3%, POLI inh 18%, RXFP1 antagonist 22, BLM inh 0%, POLK inh 6%, Anesthetic bind -10% and POLB inh -25%.
For CCOc1ccc(N2CC(C)Cn3c2nc2c3c(=O)n(Cc3c(F)cccc3Cl)c(=O)n2C)cc1 (stereo not given) the results were Tb PGK inh -4%, Pol eta inh -14%, POLI inh -19%, RXFP1 antagonist inconclusive, BLM inh -2%, POLK inh -6%, Anesthetic bind -6% and POLB inh -3%.

Two entries picked at random from the list so far, as already listed:
`Nc1c(C(=O)c2ccc(Cl)cc2)sc2nc3c(cc12)CCC3` gave Tb PGK inh -7%, APE1 inh -2%, Pol eta inh inconclusive, POLI inh -15%, RXFP1 antagonist -10, BLM inh -1%, POLK inh -12%, Anesthetic bind -10% and POLB inh -2%.
For CCOc1ccc(N2CC(C)Cn3c2nc2c3c(=O)n(Cc3c(F)cccc3Cl)c(=O)n2C)cc1 (stereo not given) the results were Tb PGK inh -4%, Pol eta inh -14%, POLI inh -19%, RXFP1 antagonist inconclusive, BLM inh -2%, POLK inh -6%, Anesthetic bind -6% and POLB inh -3%.
